# M4 antag: CHRM4 antagonism in calcium assay. P08173. CHO-hM4 cells, ACh EC80, Fluo-8 calcium fluorescence. inhibition, % at 3 µM. hit rate 0.73% among 360,000;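 active = inhibition above its plate's cutoff, the mean inhibition of sample wells plus 3 SD, cut at about 27% in these data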;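 also: 0% = acetylcholine EC80 with DMSO and 100% = DMSO without agonist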
# CHRM5 agonist: agonists of human muscarinic M5 receptor (CHRM5); P08912; CHO-K1 hM5 cells, Fluo-8 calcium fluorescence; 0% DMSO wells, 100% maximal acetylcholine response; activation, % at 3 µM; hit rate 0.19% among 360,000;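 active = activation above the run's mean over test compounds plus 3 SD, cut at about 23% in these data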;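 also: signal is peak over basal fluorescence ratio across the kinetic read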
# Target sequence (P08912 whole entry, looked up): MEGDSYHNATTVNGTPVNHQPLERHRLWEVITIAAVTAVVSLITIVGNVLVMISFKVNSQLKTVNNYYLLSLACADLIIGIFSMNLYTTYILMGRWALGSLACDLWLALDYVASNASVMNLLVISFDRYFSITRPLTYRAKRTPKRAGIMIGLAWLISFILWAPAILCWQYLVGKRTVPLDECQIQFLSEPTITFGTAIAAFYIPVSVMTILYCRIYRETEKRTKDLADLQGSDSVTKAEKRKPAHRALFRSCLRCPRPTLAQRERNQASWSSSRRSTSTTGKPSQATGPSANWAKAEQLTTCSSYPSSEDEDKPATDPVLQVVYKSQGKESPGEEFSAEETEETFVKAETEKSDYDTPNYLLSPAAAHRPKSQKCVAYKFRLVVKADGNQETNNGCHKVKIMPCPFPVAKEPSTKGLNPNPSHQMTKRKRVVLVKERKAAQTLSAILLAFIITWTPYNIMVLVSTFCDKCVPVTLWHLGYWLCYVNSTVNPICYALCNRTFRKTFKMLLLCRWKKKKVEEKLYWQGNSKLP
# CRFBP-R2 block: CRF-BP/CRF-R2 complex antagonism; inhibition, % at 11.8 µM; hit rate 0.59% among 350,000; AID 588475; HEK293 CRF-R2/CRF-BP, CRF-induced calcium fluorescence;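 active = inhibition of the ligand-induced calcium signal above about 50% at the single tested concentration, limit read from the data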
# CHRM5 antagonist: antagonists of human muscarinic M5 receptor (CHRM5); hit rate 0.59% among 360,000; CHO-hM5 cells, Fluo-8 calcium fluorescence, ACh EC80; inhibition, % at 3 µM; P08912;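 active = inhibition above a per-plate cutoff, the mean of that plate's test compounds plus 3 SD, cut at about 27% in these data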;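 also: 0% = acetylcholine EC80 with DMSO and 100% = DMSO without agonist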
# CHRM4 agonist: agonists of human muscarinic M4 receptor (CHRM4); activation, % at 3 µM; P08173; hit rate 0.14% among 360,000; CHO-K1 hM4/Gqi5, Fluo-8 calcium fluorescence; vehicle 0%, full acetylcholine response 100%;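 active = activation above the run mean over all test wells plus 3 SD, cut at about 32% in these data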;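 also: peak over basal fluorescence ratio per well then scaled between controls; 0% = DMSO wells and 100% = acetylcholine at EC100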
# CRFBP-R2 agonist: CRF-BP/CRF-R2 complex agonism; AID 588473; activation, % at 13.2 µM; hit rate 0.46% among 350,000; HEK293 CRF-R2/CRF-BP, calcium dye fluorescence (FLIPR); percent of saturating CRF peptide response;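 active = activation of at least 50%, plus an integration ratio under a set limit after plate pattern correction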;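 also: plate controls were neutral control wells without compound for no effect and CRF at EC100 for full effect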
# M4 PAM: CHRM4 positive allosteric modulation. CHO-K1 hM4/Gqi5, Fluo-8 calcium fluorescence, ACh EC20; 0% = ACh EC20, 100% = maximal ACh. activation, % at 3 µM. hit rate 0.4% among 360,000. AID 624126;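 active = activation above its plate's cutoff, the mean activation of sample wells plus 3 SD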; also: some results filed as inactive read as strong as hits
# M5 PAM: CHRM5 positive allosteric modulation; hit rate 0.3% among 360,000; CHO-K1 hM5, Fluo-8 calcium, ACh EC20 PAM; 0% = ACh EC20, 100% = ACh EC100; AID 624038; activation, % at 3 µM;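 active = activation above the run cutoff, the mean activation of all test compounds plus 3 SD, cut at about 18% in these data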
#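 System: CHO-K1 cell line with stable human muscarinic M5 receptor expression | Also added: EC20 acetylcholine as agonist stimulus | Compound: One concentration, 3 µM final (nominal) | Timing: Fluo-8 loading 80 min at 37 °C plus 30 min room temperature | Measured by: Fluo-8 calcium dye fluorescence, kinetic read | Read-out basis: % activation, ACh-normalized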
# M1 PAM: positive allosteric modulators of human M1 muscarinic receptor | CHO-K1 hM1, Fluo-8 calcium fluorescence, ACh EC20; 0% = ACh EC20, 100% = maximal ACh | hit rate 0.088% among 360,000 | P11229 | activation, % at 3 µM; in the data active = activation above about 19%, passing the limit was not always enough
# Target sequence (P11229 whole entry, looked up): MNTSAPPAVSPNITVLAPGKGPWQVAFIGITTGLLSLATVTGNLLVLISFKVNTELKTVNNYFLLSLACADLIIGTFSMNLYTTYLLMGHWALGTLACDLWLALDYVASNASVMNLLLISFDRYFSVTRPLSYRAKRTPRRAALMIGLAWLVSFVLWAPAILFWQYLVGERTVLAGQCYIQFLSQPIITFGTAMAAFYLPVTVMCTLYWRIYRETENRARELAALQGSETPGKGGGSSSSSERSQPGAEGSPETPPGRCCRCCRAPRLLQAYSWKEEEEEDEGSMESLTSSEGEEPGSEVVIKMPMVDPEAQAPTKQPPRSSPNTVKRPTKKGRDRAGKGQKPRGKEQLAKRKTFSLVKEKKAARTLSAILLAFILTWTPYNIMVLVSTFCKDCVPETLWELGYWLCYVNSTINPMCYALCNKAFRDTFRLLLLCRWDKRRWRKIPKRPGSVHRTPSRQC
# Numbers without * were called inactive; . = not tested or not shown.
# Results follow in this order: M4 antag	CHRM5 agonist	CRFBP-R2 block	CHRM5 antagonist	CHRM4 agonist	CRFBP-R2 agonist	M4 PAM	M5 PAM	M1 PAM
- COc1ccccc1N1C(=O)CCC1(C#N)c1ccc(Br)cc1 (stereo not given)
    17	0	-13	-1	0	-0.2	-6	0	6
- C/C(Cn1cnc([N+](=O)[O-])n1)=N\NC(=O)c1ccc(Br)cc1
    -3	2	7	-1	1	-0.2	3	-2	4
- CCCCc1c(C)nn(-c2nnc3c4ccccc4n(C)c3n2)c1C
    -2	-4	6	12	1	-1.4	-2	-12	3
- O=C(CNC(=O)c1ccc(Oc2ccccc2)cc1)OCc1ccc(Br)cc1
    1	-2	8	3	0	4.4	-8	-3	-8
- CN(C)CCCNc1nc2cc(-c3ccn[nH]3)sc2c(=O)n1C
    1	0	.	-5	0	.	-3	0	-3
- CC1CC2(CCCCC2)N2C(=O)C(=O)c3cccc1c32 (stereo not given)
    6	63*	-1	-6	-3	0.9	8	-11	7
- COCCNC(=O)c1c(C)cc(C)cc1C
    3	-1	6	0	1	-1.8	4	-2	-2
- CC[C@]12c3[nH]c4cc(-c5ccco5)ccc4c3CCN1C(=O)[C@@H](CC(=O)NCCCN(C)C)C[C@@H]2C(=O)N1CCN(C(=O)C2CC2)CC1
    -3	0	2	-17	1	-0.3	-2	8	-14
- COc1cc2ccccc2cc1C(=O)N/N=C/c1cccnc1
    -18	-2	-18	-2	5	0.4	5	6	0
- O=C(NC(=S)NCc1cccnc1)c1cc2ccccc2o1
    -8	-1	33	-11	2	-3.8	-4	-7	0
- Cc1cc(SCC(=O)NC2CCCC2)nc2ccccc12
    4	-3	-18	6	1	-0.4	-2	-1	-2
- COc1cccc(-c2cc(C(=O)O)c3cc4ccccc4cc3n2)c1OC
    -12	0	-7	3	1	0.9	11	-3	9
- CCOC(=O)C1=CN(C(C)C)CCC1=O
    -4	-1	-3	-8	-1	2.4	8	2	9
- CC(C)CN(CCNC(=O)CN1N=C(c2ccc(Cl)cc2)CCC1=O)CC(C)C
    -9	-1	7	1	0	0.4	4	-3	6
- COc1ccc(N(CC(=O)N2CCN(C)CC2)S(C)(=O)=O)cc1OC
    -6	2	9	2	0	-1.1	-1	0	14
- O=C(CSc1nnc(C2CC2)n1C1CC1)c1cccs1
    0	0	-7	6	0	2.0	2	5	4
- Cc1ccc(OC(=O)CCc2c(C)nc3ncnn3c2C)cc1
    2	0	-7	-2	1	-0.5	2	3	5
- COc1ccc(S(=O)(=O)N(C)CC(=O)N2CCN(Cc3ccccc3)CC2)cc1C
    -1	5	25	-5	10	1.3	0	-2	4
- COc1ccc(CN(C(=O)c2cc3ccccc3oc2=O)C2CCS(=O)(=O)C2)cc1 (stereo not given)
    3	3	0	9	15	-0.5	-23	-9	2
- COc1cccc(C(=O)N2CCC(C(=O)N3CCN(C)CC3)CC2)c1
    -15	-3	-4	-15	2	0.1	15	5	6
- C/C(=N\NC(=O)Cn1nc(C)c([N+](=O)[O-])c1C)c1ccco1
    7	-4	5	9	8	-0.7	-6	-2	-2
- COc1ccc(C(=O)NCC2CCCN2S(=O)(=O)c2cccs2)cc1 (stereo not given)
    1	3	-4	10	2	-1.4	4	4	-2
- Cc1sc(NC(=O)c2ccco2)c(CN2CCC(C)CC2)c1C
    0	-6	-24	-6	0	-0.2	5	4	-6
- N#CC1=C(N)Oc2c(ccc3cccnc23)C1c1ccncc1 (stereo not given)
    10	6	-3	3	-1	-1.5	2	9	1
- CCSC(C)CC1C/C(=N/O)c2c(C)noc2C1 (stereo not given)
    -6	-2	14	4	-1	0.6	2	-3	-15
- O=C(CSc1nnc(-c2ccco2)n1-c1ccccc1)Nc1c(Cl)cc(Cl)cc1C(=O)O
    3	-1	-12	6	1	0.4	5	11	8
- CN(C(=O)c1cccc(NC(=O)C2CCN(C(=O)OC(C)(C)C)CC2)c1)C1CCC1
    2	3	2	12	5	-1.4	-1	0	5
- CCNC(=O)c1cc2ccccc2o1
    -1	-1	20	-2	0	-2.1	-1	3	1
- S=c1nc(NCc2ccc3c(c2)OCO3)c2ccccc2[nH]1
    3	-3	5	15	1	1.7	-2	-3	7
- O=C(c1cnc(Cc2c[nH]c3ccccc23)c(I)c1)N1CCN(Cc2ccccc2)CC1
    -6	-1	.	3	12	.	-11	-11	-13
- Cc1ccc(OCCCCn2cnc3ccccc32)cc1
    -5	4	-23	7	7	0.7	-5	-14	4
- COc1ccccc1NC(=O)c1sc2ncn(Cc3cccc(C)c3)c(=O)c2c1C
    1	2	-3	-12	1	1.1	-2	1	13
- CC1Cc2ccccc2N1C(=O)CCN1C(=O)C2C3C=CC(C3)C2C1=O (stereo not given)
    -3	-6	16	-8	2	1.0	2	3	6
- CC(=O)OC[C@H]1O[C@@H](Oc2cc(O)cc3oc(-c4ccc(O)cc4)cc(=O)c23)[C@H](O[C@@H]2O[C@@H](C)[C@H](O)[C@@H](O)[C@H]2O)[C@@H](O)[C@@H]1O
    -23	2	-2	-1	1	0.1	9	11	2
- CC1CCN(CCCNC(=O)c2nn(C)c3c2CS(=O)(=O)c2ccccc2-3)CC1
    4	-4	-5	5	0	-1.2	-6	-3	-10
- COc1ccc(/C=C/C(=O)NCC(c2ccc(F)cc2)N2CCOCC2)cc1OC (stereo not given)
    -5	-6	13	12	2	-0.7	-7	-2	14
- O=C(CSc1nc(-c2ccc(F)cc2)cc(C(F)(F)F)n1)NCCN1CCOCC1
    4	-5	1	2	1	1.1	-5	-11	6
- C=CCNC(=S)NNC(=O)c1cccnc1
    3	2	-6	-1	1	-0.3	2	16	14
- CCOC(=O)C1C(=O)C(C(=O)OCC)C(c2cccnc2)NC1c1cccnc1 (stereo not given)
    -2	2	-9	-4	1	-0.2	0	1	5
- Cc1ccc(S(=O)(=O)Cn2nnnc2C(C(C)C)N2CCSCC2)cc1 (stereo not given)
    -19	-3	-7	-7	6	-1.1	3	2	3
- COC(=O)c1cc(=O)n(C2CC2)c(=NC2CC2)s1
    0	1	25	-1	0	5.1	9	-1	1
- COC(=O)C[C@@H]1C=C[C@@H](NC(=O)c2ccc3c(c2)OCO3)[C@@H](CO)O1
    -5	1	.	-5	0	.	7	0	.
- COc1ccccc1-n1c(SC)nc(O)cc1=O
    2	5	-2	5	1	-2.9	1	0	6
- CCc1cc2c(=O)[nH]c(-c3ccccn3)nc2s1
    -2	2	-29	3	2	5.4	11	5	5
- CSc1cccc(NC(=O)c2ccc(NC3=NC4CS(=O)(=O)CC4S3)cc2)c1 (stereo not given)
    -1	1	23	4	0	-9.5	-2	-5	-1
- Cc1cc(S(=O)(=O)N2CCCC2C(=O)N2CCOCC2)c(C)cc1Cl (stereo not given)
    10	0	-16	0	0	0.0	-4	0	2
- COc1ccc(CNC(=O)N2CCN(c3ccccc3OC)CC2)cc1
    0	-2	8	5	1	-0.5	-2	-1	6
- Nc1nncn1C(=O)c1ccccc1Cl
    11	3	11	4	0	2.0	-2	0	6
- CCN(CC)c1ccc(C=O)c(OC)c1
    7	-6	-1	0	0	-1.4	7	-1	4
- CC(C)(C)OC(=O)NCC12C=CC(O1)C1C(=O)N(Cc3ccccc3)C(=O)C12 (stereo not given)
    -14	2	-6	12	16	0.2	-10	-11	-11

# Arranged by formula weight (ascending): some entries from above.
# Results follow in this order: M4 antag	CHRM5 agonist	CRFBP-R2 block	CHRM5 antagonist	CHRM4 agonist	CRFBP-R2 agonist	M4 PAM	M5 PAM	M1 PAM
- Nc1nncn1C(=O)c1ccccc1Cl
    11	3	11	4	0	2.0	-2	0	6
- CCc1cc2c(=O)[nH]c(-c3ccccn3)nc2s1
    -2	2	-29	3	2	5.4	11	5	5
- CC(C)(C)OC(=O)NCC12C=CC(O1)C1C(=O)N(Cc3ccccc3)C(=O)C12 (stereo not given)
    -14	2	-6	12	16	0.2	-10	-11	-11

# Other results.
# Results follow in this order: M4 antag	CHRM5 agonist	CRFBP-R2 block	CHRM5 antagonist	CHRM4 agonist	CRFBP-R2 agonist	M4 PAM	M5 PAM	M1 PAM
- O=C(Nc1ccc(F)cc1F)c1cccn1-c1ncc(C(F)(F)F)cc1Cl
    -16	-6	-3	0	-2	-0.3	-1	5	4
- O=C(O)CNC(=O)/C(=C/c1cccc([N+](=O)[O-])c1)NC(=O)c1ccco1
    14	0	15	4	2	-0.1	15	3	4
- CC(C)CC1C(=O)N(Cc2cn(Cc3ccco3)nn2)CCS(=O)(=O)N1Cc1ccc(-c2ccc(Cl)cc2)cc1 (stereo not given)
    -2	1	-5	5	3	-0.1	0	2	14
- Cc1ccc(S(=O)(=O)c2c(N)n(/N=C/c3ccco3)c3nc4ccccc4nc23)cc1C
    7	0	-34	-3	0	5.5	4	5	-2
- COc1ccc(-n2c(CCc3ccccc3)nnc2SCC(=O)NCc2ccccc2)cc1
    0	-7	14	-3	1	-1.1	-1	-1	8
- C=CCN1C(=O)C(CC(=O)O)SC1=Nc1ccc(N=Nc2ccccc2)cc1 (stereo not given)
    8	4	5	8	4	0.9	14	5	18
- N#Cc1cccc(NC(=O)Cn2cnc(S(=O)(=O)N3CCOCC3)c2)c1
    2	-4	-2	6	1	-0.1	0	-8	5
- O=C/C(=C\Nc1ccc(S(=O)(=O)CCO)cc1)c1nc2cc(Cl)ccc2o1
    -16	-2	-23	-7	3	3.8	7	-4	3
- CCOc1ccc(NC(=O)CN(C)C(=O)/C=C/c2ccc(S(=O)(=O)N3CCCCCC3)cc2)cc1OCC
    -14	0	8	4	0	1.1	10	1	13
- O=C(C1=C(O)C(=O)N(CC2CCCO2)C1c1cccc(Cl)c1)c1ccco1 (stereo not given)
    -41	-2	5	0	1	0.2	14	-3	8
- Cc1cccc(OCC(=O)NNC(=O)C2CCN(c3ncnc4sc(C)c(C)c34)CC2)c1
    -4	4	-5	8	20	-0.4	-12	-14	-16
- Cc1ccnc(NC(=O)c2cccc(NC(=O)COc3ccccc3)c2)c1
    9	2	-13	1	10	-2.8	-6	-4	-12
- CCN1C(=O)[C@@H]2[C@@H]3CN(S(=O)(=O)c4ccccc4C)[C@@H](c4ccc(Cl)cc4)[C@@H]3C(=O)C[C@@H]2C1=O
    -8	-6	.	3	2	.	-3	-12	3
- O=C(Cn1cccc1C(=O)c1ccccc1)NCc1ccc(F)cc1
    -2	-5	-12	-4	2	-0.8	5	-2	4
- CC1CCN(S(=O)(=O)c2ccc(NC(=O)CCNC(=O)c3ccc(Cl)cc3)cc2)CC1
    -4	3	-4	1	0	0.9	5	1	-1
- CCN(CC)S(=O)(=O)c1cc(NC(=O)c2cc(-c3ccccn3)nc3ccccc23)ccc1C
    8	0	27	13	12	0.7	-12	-19	-8
- Cc1ccc(S(=O)(=O)N2CCC(c3nc4c(nnn4Cc4ccccc4)c(=O)[nH]3)CC2)cc1
    75*	-2	64*	5	-1	1.9	-20	-2	-4
- NS(=O)(=O)c1ccc(NC(=O)c2ccc(CSc3ccccc3)o2)cc1
    -4	-2	5	0	7	-1.4	9	-1	-3
- Cc1ccc(C(c2nnnn2CS(=O)(=O)c2ccc(C)cc2)N2CCN(c3ncccn3)CC2)cc1 (stereo not given)
    7	-1	-13	3	1	0.4	0	-3	13
- COc1cc(/C=N/n2c(-c3cc(C)[nH]n3)n[nH]c2=S)ccc1O
    -5	2	-7	-1	1	-0.2	-3	1	8
